# hERG protect = shields human hERG channel from block by proarrhythmic agents. Q12809. CHO-hERG, FluxOR thallium flux, dofetilide IC70 present. activation (rescue from dofetilide block), less the hit threshold, % at 10 µM. hit rate 0.51% among 310,000;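 active = activation above the mean of controls blocked by dofetilide plus 5 SD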;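 note: thallium influx through hERG after potassium depolarization seen as dye fluorescence rise; in these data hits start at about 4.7%; inactives centre near -7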
# TMEM16A act = activates or potentiates the mouse TMEM16A chloride channel. hit rate 0.3% among 340,000. B-score at 10 µM. HEK293 TMEM16A/YFP-H148Q/I152L, iodide quench fluorescence; stronger effect = lower value;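 active = fluorescence-ratio B-score plate-corrected deviation score at least 3 library SD below zero, with starting fluorescence score within 5 deviations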;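 note: channel opened by trigger with iodide after compound preincubation; score built on the fluorescence ratio of max minus min over baseline; more negative score means more quench and so TMEM16A activation or potentiation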
# KCNK3 block = human KCNK3 channel inhibition, primary screen. AID 602410. CHO-KCNK3 thallium flux, FluxOR fluorescence; stronger effect = lower value. hit rate 0.84% among 340,000. O14649. B-score at 10 µM;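 active = B-score under library mean minus 4 SD, starting fluorescence ratio at most library mean plus 5 SD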;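 note: more negative B-score means stronger inhibition of thallium flux through KCNK3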
# ANO1 block = blocks the mouse calcium-activated chloride channel TMEM16A; Q8BHY3; HEK293 TMEM16A/YFP iodide influx fluorescence, ionomycin; normalized B-score (activity score, 25-100; higher = stronger inhibition) at 10 µM; hit rate 1.2% among 310,000;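 active = ratio plate-corrected score three or more library SD toward inhibition, starting fluorescence score within five deviations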;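 note: score derived from kinetic fluorescence span divided by baseline fluorescence per well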
# KCNQ1 inh = human KCNQ1 channel inhibition; P51787; CHO-K1 KCNQ1, FluxOR thallium flux fluorescence; stronger effect = higher value; B-score at 10 µM; hit rate 1.3% among 310,000; AID 2642;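 active = compounds whose thallium flux B-score, printed positive for inhibition, exceeds three library SD while starting fluorescence stays within three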;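 note: channel opened by potassium depolarization with thallium stimulus after 20 min compound exposure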
# Target sequence (P51787 whole entry, looked up): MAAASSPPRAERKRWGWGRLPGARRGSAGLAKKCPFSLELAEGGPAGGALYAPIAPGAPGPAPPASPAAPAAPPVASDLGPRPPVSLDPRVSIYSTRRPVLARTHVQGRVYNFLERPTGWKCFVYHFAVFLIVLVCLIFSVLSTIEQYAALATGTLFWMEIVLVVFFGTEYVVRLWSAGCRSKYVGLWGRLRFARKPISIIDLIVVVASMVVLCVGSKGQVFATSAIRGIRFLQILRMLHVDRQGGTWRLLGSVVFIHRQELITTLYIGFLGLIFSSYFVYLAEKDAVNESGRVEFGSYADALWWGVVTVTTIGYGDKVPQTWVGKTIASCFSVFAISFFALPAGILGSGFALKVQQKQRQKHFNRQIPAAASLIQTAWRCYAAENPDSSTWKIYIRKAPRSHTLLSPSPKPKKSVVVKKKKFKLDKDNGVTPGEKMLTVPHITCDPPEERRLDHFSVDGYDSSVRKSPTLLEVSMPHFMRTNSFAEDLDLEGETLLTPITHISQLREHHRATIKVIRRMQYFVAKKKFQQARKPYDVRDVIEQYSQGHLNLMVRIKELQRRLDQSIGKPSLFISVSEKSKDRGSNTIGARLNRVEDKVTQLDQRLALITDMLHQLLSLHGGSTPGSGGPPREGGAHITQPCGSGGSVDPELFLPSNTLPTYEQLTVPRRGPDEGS
# TRPC4 act = activators of mouse TRPC4 channel. Q9QUQ5. HEK293 TRPC4beta/mu-opioid, Fluo4 calcium fluorescence; stronger effect = higher value. B-score at 10 µM. hit rate 0.49% among 310,000. AID 2237;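 active = B-score above 5 SD of library B-scores, and initial fluorescence ratio not above library mean plus 5 SD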;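 note: positive B-score marks a calcium rise read as TRPC4 activation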
#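 system = HEK293 cells stably co-expressing mouse TRPC4beta and mu-opioid receptor | schedule = Fluo4 dye loading 45 min at room temperature, 110 s recording | measure = B-scored integrated calcium fluorescence ratio | signal = Fluo4 calcium-sensitive dye fluorescence, kinetic, 1 Hz baseline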
# KCNK9 inh = inhibitors of human KCNK9 two-pore domain potassium channel | AID 488922 | hit rate 1.2% among 310,000 | HEK293 KCNK9, FluxOR thallium flux fluorescence; stronger effect = lower value | B-score at 10 µM | Q9NPC2;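 active = ratio B-score over 3 SD below the library mean, with starting fluorescence within 5 SD of its mean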;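 note: negative B-score means less thallium flux so channel inhibition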
# Target sequence (Q9NPC2 whole entry, looked up, the tested form may be a part): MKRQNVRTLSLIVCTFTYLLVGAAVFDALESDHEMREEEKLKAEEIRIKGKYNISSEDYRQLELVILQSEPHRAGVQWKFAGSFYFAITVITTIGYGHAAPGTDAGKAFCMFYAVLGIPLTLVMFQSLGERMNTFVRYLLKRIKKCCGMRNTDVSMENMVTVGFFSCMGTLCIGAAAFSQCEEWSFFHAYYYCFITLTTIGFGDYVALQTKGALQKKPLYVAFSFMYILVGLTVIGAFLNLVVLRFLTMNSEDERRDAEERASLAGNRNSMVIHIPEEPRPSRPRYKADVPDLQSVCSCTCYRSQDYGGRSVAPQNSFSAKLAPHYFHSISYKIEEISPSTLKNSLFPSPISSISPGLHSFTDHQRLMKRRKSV
# TRPC4 PAM = TRPC4 (mouse) allosteric potentiation | HEK293 TRPC4beta/mu-opioid, DAMGO EC20, Fluo-4 Ca2+ flux; stronger effect = higher value | B-score at 10 µM | hit rate 0.42% among 310,000;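 active = B-score of calcium response area above 5 SD of library B-scores, with initial fluorescence ratio within 5 SD of library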;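 note: B-score of integrated fluorescence ratio over time as area under calcium response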
# DYRK1A inh = blocks rat Dyrk1A kinase activity. ADP-Glo luminescence, NFATc1 peptide. Q63470. inhibition, % at 12.5 µM. hit rate 0.43% among 310,000. AID 504441; in the data active = inhibition above about 50%;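 note: plate controls were vehicle with enzyme for no effect and no enzyme for full effect; many of its hits are not listed in these tables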
# HDAC3 inh = human HDAC3 inhibition; hit rate 0.15% among 320,000; recombinant HDAC3, fluorogenic peptide/trypsin coupled, fluorescence; O15379; inhibition, % at 8.3 µM; in the data active = inhibition above about 26%, passing the limit was not always enough
# KCNQ1 act = potentiators or activators of human KCNQ1 potassium channel; B-score at 10 µM; hit rate 0.35% among 310,000; AID 2648; CHO-K1 KCNQ1, thallium flux FluxOR fluorescence; stronger effect = higher value;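 active = fluorescence ratio B-score, a plate-corrected score, at least three library SD, with initial intensity B-score within 5 SD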
#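 Doses: Single concentration per compound, DMSO matched to controls | Test system: KCNQ1-transfected CHO-K1 cells | Timing: 90 min dye loading and 20 min compound exposure, both at room temperature | Measured by: Kinetic FluxOR thallium fluorescence, 10-s 1-Hz baseline, 110-s post-stimulus read | Medium: Assay buffer with matched DMSO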
# The depositor's hits bear a star; i = inactive; . = not tested or not shown.
SMILES,hERG protect,TMEM16A act,KCNK3 block,ANO1 block,KCNQ1 inh,TRPC4 act,KCNK9 inh,TRPC4 PAM,DYRK1A inh,HDAC3 inh,KCNQ1 act
Cn1ccnc1SCC(=O)Nc1cccc2ccccc12,-4,i,i,i,i,i,i,i,1,2,i
COc1cc(C)c(Br)cc1S(=O)(=O)NCCN1CCOCC1,-2,i,i,i,i,i,i,i,-1,2,i
O=C1CC(c2ccccc2Cl)C2=C(COC2=O)N1 (stereo not drawn),-6,i,i,i,i,i,i,i,10,0,i
O=C(NC1CCCC1)C1C2C=CC3(CN(Cc4cccs4)C(=O)C13)O2 (stereo not drawn),-8,i,i,i,i,i,i,i,5,-4,i
O=C(CSc1ncccc1-c1nc2ccccc2[nH]1)NC1CC1,-10,i,i,i,i,i,i,i,0,2,i
N=c1c2c3c(sc2ncn1Nc1ccccc1)CCC3,-10,i,i,i,i,i,i,i,.,2,i
CCOC(=O)NC(=O)CSc1nnc(C2CC2)n1Cc1ccco1,-10,i,i,i,i,i,i,i,-5,1,i
CC(=O)Oc1cccc(N2C(=O)c3ccccc3C2=O)c1,-6,i,i,i,i,i,i,i,-2,1,i
Cc1ccc(C2=[N+]([O-])C3(CCCCC/C3=N\O)N(O)C2(C)C)o1 (stereo not drawn),-5,i,i,i,i,i,i,i,2,-2,i
CC1CN(C(=S)Nc2ccccc2C(F)(F)F)CC(C)O1 (stereo not drawn),-5,i,i,i,i,i,i,i,4,6,i
Cn1cccc1C(=O)NCC1CCCCC1,-12,i,i,i,i,i,i,i,4,-3,i
Cc1ccc(NC(=S)NN(C)c2cc(C)nc(C)n2)cc1,-8,i,i,i,i,i,i,i,-8,0,i
COc1ccc(C(=O)NCCc2nnc3ccc(SCC(=O)NCc4ccccc4)nn23)cc1,-7,i,i,i,i,i,i,i,0,-3,i
COCCN(C(=S)Nc1cccc(OC)c1)C1CCN(C(C)=O)CC1,-5,i,i,i,i,i,i,i,2,2,i
COc1ccc(C2C3C(=O)N(N(C)c4ncc(C(F)(F)F)cc4Cl)C(=O)C3ON2C)cc1 (stereo not drawn),-5,i,i,i,i,i,i,i,-1,4,i
COc1ccc(Nc2ncc(C(=O)N3CCC(C(N)=O)CC3)c3ccccc23)cc1,-15,i,i,i,i,i,i,i,5,2,i
CC(C)C[C@@H](CN=[N+]=[N-])N1CCN(Cc2ccccc2)CCC1=O,-7,i,i,i,i,i,i,i,-5,-3,i
CCOC(=O)c1sc(=NC(=O)c2ccc(S(=O)(=O)N(C)c3ccccc3)cc2)n(C)c1C,-6,i,i,i,i,i,i,i,-2,-8,i
COc1ccc(C(=O)O/N=C(\C)c2nccs2)cc1,-10,i,i,i,i,i,i,i,2,8,i
Cn1cccc1CC(=O)NNC(=S)Nc1ccc(F)cc1,-8,i,i,i,i,i,i,i,1,3,i
CCc1c(C)nc2[nH]nc(-c3ccccc3)n2c1=O,-4,i,i,i,i,i,i,i,-3,-11,i
O=C(COC(=O)C12CC3CC(CC(O)(C3)C1)C2)NC(=O)NCc1ccco1,-5,i,i,i,i,i,i,i,-3,-15,i
CCCc1nc2ccccc2c(C(=O)O)c1CC,-12,i,i,i,i,i,i,i,-1,-9,i
NC(=O)c1ccccc1NS(=O)(=O)Cc1ccccc1,-6,i,i,i,i,i,i,i,-1,-27,i
CS(=O)(=O)Nc1ccccc1C(=O)N1CCOCC1,1,i,i,i,i,i,i,i,3,2,i
Cc1c(S(=O)(=O)NCCc2ccccc2)c(=O)n(C)c(=O)n1C,-8,i,i,i,i,i,i,i,-4,-6,i
O=C(c1ccc(-n2cnnn2)cc1)N(C1CCCCC1)C1CCCCC1,-8,i,i,i,i,i,i,i,-4,-6,i
COc1cc(C2SCC(=O)N2Cc2ccccc2)ccc1O (stereo not drawn),-1,i,i,i,i,i,i,i,5,-2,i
CCOC(=O)c1c(-c2ccc(OC)cc2)oc2ccc(O)cc12,-19,i,i,i,i,i,i,17*,5,7,i
OCCc1c[nH]c2ccccc12,-8,i,i,i,i,i,i,i,4,-2,i

# Some of these compounds in order of formula weight, ascending:
SMILES,hERG protect,TMEM16A act,KCNK3 block,ANO1 block,KCNQ1 inh,TRPC4 act,KCNK9 inh,TRPC4 PAM,DYRK1A inh,HDAC3 inh,KCNQ1 act
CCCc1nc2ccccc2c(C(=O)O)c1CC,-12,i,i,i,i,i,i,i,-1,-9,i
CCc1c(C)nc2[nH]nc(-c3ccccc3)n2c1=O,-4,i,i,i,i,i,i,i,-3,-11,i
NC(=O)c1ccccc1NS(=O)(=O)Cc1ccccc1,-6,i,i,i,i,i,i,i,-1,-27,i
O=C(COC(=O)C12CC3CC(CC(O)(C3)C1)C2)NC(=O)NCc1ccco1,-5,i,i,i,i,i,i,i,-3,-15,i

# (continued)
SMILES,hERG protect,TMEM16A act,KCNK3 block,ANO1 block,KCNQ1 inh,TRPC4 act,KCNK9 inh,TRPC4 PAM,DYRK1A inh,HDAC3 inh,KCNQ1 act
Cc1ccc(C(=O)NCCN2CCN(C(=O)c3ccc(C)c(C)c3)CC2)cc1C,-9,i,i,.,i,i,i,i,-1,.,i
CCc1ccc(NC(=S)N2CCN(S(=O)(=O)c3ccccc3)CC2)cc1,-23,i,i,i,i,i,i,i,0,8,i
O=C(c1ccc(COc2c(F)c(F)cc(F)c2F)o1)N1CCN(c2ccccc2)CC1,1,i,i,i,i,i,i,i,-5,6,i
Oc1ccc(C[C@@H]2CNCCN2CCc2cccc(F)c2)cc1,-2,i,i,i,i,i,i,i,5,8,i
O=C(O)CCn1c(O)c(C=C2N=c3ccccc3=N2)sc1=S,-9,i,i,i,i,i,i,i,-8,12,i
CCOC(=O)CNC(=S)SC,-3,i,i,i,i,i,i,i,-1,4,i
O=C(N/N=C/c1cccc(O)c1)c1cc(-c2ccc3c(c2)OCO3)n[nH]1,-4,i,i,i,i,i,i,i,0,4,i
CC(C)Oc1cccc(C(=O)C2CCCN(C(=O)c3ccc4c(c3)OCO4)C2)c1 (stereo not drawn),-7,i,i,i,i,i,i,i,.,7,i
Clc1cccc(CN2CCN(c3nc4nonc4nc3NC3CC3)CC2)c1,-7,i,i,i,i,i,i,i,20,7,i
COC(=O)C(NC(=O)c1ccco1)(Nc1cc(C)ccn1)C(F)(F)F (stereo not drawn),-9,i,i,i,i,i,i,i,-2,7,i
C=CCOc1ccc(C(=O)N(Cc2ccc(N(C)C)cc2)C2CCS(=O)(=O)C2)cc1 (stereo not drawn),-7,i,i,i,i,i,i,i,22,-1,i
CCOc1ccc2nc(NS(=O)(=O)c3cccs3)sc2c1,-7,i,i,i,i,i,i,i,3,5,i
CC(C)(C)c1cc[n+](-c2[nH]c(=O)sc2/C=N/NC(=O)c2ccccc2[O-])cc1,-10,i,i,i,i,i,i,i,4,11,i
CCN(CC)S(=O)(=O)c1ccc(C(=O)Nc2nnc(NC(=S)Nc3ccccc3)s2)cc1,-10,i,i,i,i,i,i,i,0,-9,i
CCc1nnc(NC(=O)CSc2nc3cc(OC)ccc3cc2C)s1,-7,i,i,i,i,i,i,i,-1,6,i
CCOC(=O)CNC(=O)CSc1nnc(NC(=O)c2ccc(C)cc2)s1,-14,i,i,i,i,i,i,i,3,-6,i
O=C(N/N=C/c1ccccn1)c1ccc2nc[nH]c2c1,-5,i,i,i,i,i,i,i,30,5,i
CC(C)CCN1CCN(Cc2cnc(N3CCCC3)s2)CC1CCO (stereo not drawn),-3,i,i,i,i,i,i,i,-3,.,i
CC(=O)c1cn(C)c(=O)[nH]c1=O,0,i,i,i,i,i,i,i,0,-1,i
COc1cccc(NC(=O)CN(C)C(=O)c2cc(-c3ccccc3)nc3ccccc23)c1,-14,i,i,i,i,i,i,i,-4,-3,i
Cc1ccc(OCCN2C(=O)CSC2=O)cc1,-12,i,i,i,i,i,i,i,-2,7,i
CN(C1CCCCC1)S(=O)(=O)c1cc2c(cc1Cl)NC(=O)CO2,-5,i,i,i,i,i,i,i,-3,-7,i
Cc1nc(N2CCN(Cc3ccccc3)CC2)nc2c1C(=O)CCC2,-13,i,i,i,i,i,i,i,-11,-7,i
COc1ccccc1NC(=O)CN1CCN(CC(=O)Nc2ccc(C)c(F)c2)CC1,-8,i,i,i,i,i,i,i,5,-2,i
Cc1ccccc1OCCn1c(=S)[nH]c2c(N)ncnc21,-4,i,i,i,i,i,i,i,1,0,i
CCN1C(=O)/C(=C/c2c(C)nn(C)c2C)SC1=S,-1,i,i,i,i,i,i,i,2,3,i
O=C(c1cc(COc2ccc(F)cc2Cl)on1)N1CC[C@@H]2CCCC[C@H]2C1,-1,i,i,i,i,i,i,i,-8,-9,i
COc1ccccc1CNc1ncnc2sccc12,-18,i,i,25*,i,i,i,i,5,-5,i
COc1cc(/C=N/n2c(-c3cc(C)[nH]n3)n[nH]c2=S)ccc1O,-17,i,i,i,i,i,i,i,11,3,i
Cc1cc(C)c(S(=O)(=O)NCc2cn3c(C)csc3n2)c(C)c1,-3,i,i,i,i,i,i,i,1,-7,i
CCOC(=O)c1cc(-c2ccccc2)sc1NC(=O)C(C)N1C(=O)c2ccccc2C1=O (stereo not drawn),-3,i,i,i,i,i,-8*,i,-2,4,i
COC(=O)c1cc(Sc2cccc(Cl)c2Cl)ccn1,-27,i,i,i,i,i,i,i,-7,1,i
COc1ccccc1NCc1nnc(-c2ccccc2)o1,-8,i,i,i,i,i,i,i,6,-2,i
Cc1sc2nc3ccc(NCc4ccco4)nn3c(=O)c2c1C,-8,i,i,i,i,i,i,i,1,-7,i
O=C(Nc1ccc(S(=O)(=O)Nc2nccs2)cc1)c1cc(-c2ccccc2)nc2ccccc12,-12,i,i,i,i,i,i,i,-8,3,i
O=[N+]([O-])c1cccc(-c2nnc(-c3ccccc3)o2)c1,-6,i,i,i,i,i,i,i,-9,0,i
C/C(=N\NC(=O)c1cc(-c2ccc(C)s2)nc2ccccc12)c1cccnc1,-9,i,i,i,i,i,i,i,6,-22,i
CC(=O)c1cccc(N(C(=O)c2ccco2)C(C(=O)NC2CCCC2)c2ccncc2)c1 (stereo not drawn),-8,i,i,i,i,i,i,i,0,8,i
COc1cc([N+](=O)[O-])ccc1NC(=O)CN1CCCC1,-8,i,i,i,i,i,i,i,-3,-1,i
COc1ccc(C(=O)CCC(=O)Nc2cccnc2)cc1OC,-5,i,i,i,i,i,i,i,-1,1,i
CS(=O)(=O)N1c2cccc3cccc(c23)S1(=O)=O,1,i,i,i,i,i,i,i,-1,7,i

# These rows are one share of the data; rates above refer to the full screens.
